697 NFkB inh – lowers PMA/ionomycin-induced NF-kB signal in 697 B cells; 697 B-cell NF-kB luciferase reporter, 16 h; inhibition, % at 4 µM; 330,000 tested, 0.33% active; in the data active means inhibition above about 35%
SENP7 block – inhibitors of human SENP7 protease | recombinant SENP7, Z-RLRGG-aminoluciferin luminescence, 40 min | inhibition, % at 5 µM | 330,000 tested, 1.5% active | AID 434973;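 active means inhibition above about 50% at the single test dose, limit read from the data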;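 further: plate controls were DMSO with enzyme for no effect and no enzyme buffer wells for full effect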
Target sequence (Q9BQF6 706-1050 limits assumed): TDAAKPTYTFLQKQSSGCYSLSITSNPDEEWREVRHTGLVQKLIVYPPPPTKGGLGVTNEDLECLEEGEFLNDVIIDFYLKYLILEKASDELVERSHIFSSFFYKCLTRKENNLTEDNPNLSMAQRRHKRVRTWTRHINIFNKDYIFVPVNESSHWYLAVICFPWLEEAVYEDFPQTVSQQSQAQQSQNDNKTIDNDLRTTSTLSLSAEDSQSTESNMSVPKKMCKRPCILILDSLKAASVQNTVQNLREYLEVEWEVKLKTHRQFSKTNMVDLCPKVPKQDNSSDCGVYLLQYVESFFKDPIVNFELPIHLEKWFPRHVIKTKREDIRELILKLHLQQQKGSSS
UBC13 inh – human UBC13 polyubiquitination inhibition | P61088 | UBC13 polyubiquitin chain formation, TR-FRET | inhibition, % at 20 µM | 330,000 tested, 0.47% active | AID 485273; in the data active means inhibition above about 45%, passing the limit was not always enough
Target sequence (P61088 whole entry, looked up): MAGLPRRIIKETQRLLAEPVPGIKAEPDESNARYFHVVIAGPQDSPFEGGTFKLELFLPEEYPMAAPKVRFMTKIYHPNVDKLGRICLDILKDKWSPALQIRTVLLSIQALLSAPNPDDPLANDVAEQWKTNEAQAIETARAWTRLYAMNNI
HKDC1 inh – blocks human hexokinase HKDC1 activity; Q2TB90; recombinant HKDC1, G6PDH/diaphorase resazurin coupled fluorescence; 340,000 tested, 0.16% active; AID 493160; inhibition, % at 20 µM;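 active means inhibition above about 35% when tested at 20 µM, limit read from the data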;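 further: plate controls were DMSO wells with enzyme for no effect and DMSO wells lacking enzyme for full effect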
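Assay system – recombinant HKDC1 (HK5) hexokinase enzyme, produced in-house · Input – HKDC1 at 5 µg/mL · Reagent – glucose plus 1 mM ATP as hexokinase substrates · Timing – 90 min reaction incubation at room temperature, dark · Measured by – G6PDH/diaphorase-coupled fluorescence, 1 mM NADP, 100 µM resazurin, 525/613 nm · Benchmarks – DMSO-enzyme wells negative, buffer-substituted wells positive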
Jurkat NFkB inh – lowers PMA/ionomycin-induced NF-kB signal in Jurkat cells. PMA/ionomycin-induced NF-kB luciferase reporter, luminescence. 330,000 tested, 0.53% active. inhibition, % at 4 µM. AID 435003
Gli-Sufu antag – antagonists of Gli-Sufu signaling; 340,000 tested, 0.74% active; inhibition, % at 5 µM; Sufu-KO-LIGHT fibroblasts, Gli luciferase reporter luminescence;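 active means inhibition above about 55%, limit read from the data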;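 further: 0% = DMSO-treated cells and 100% = wells with medium but no cells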
SENP8 block – SENP8 protease inhibition | Q96LD8 | purified SENP8, Z-RLRGG-aminoluciferin cleavage, luminescence | inhibition, % at 10 µM | 330,000 tested, 1.2% active
Target sequence (Q96LD8 whole entry, looked up): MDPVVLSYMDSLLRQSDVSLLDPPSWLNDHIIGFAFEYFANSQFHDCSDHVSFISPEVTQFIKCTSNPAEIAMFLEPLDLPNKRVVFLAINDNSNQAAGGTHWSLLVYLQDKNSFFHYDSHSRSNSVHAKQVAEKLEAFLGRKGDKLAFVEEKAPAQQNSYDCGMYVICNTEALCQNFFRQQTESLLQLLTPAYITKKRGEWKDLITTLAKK
Apaf-1 inh – inhibitors of human Apaf-1 apoptosome. inhibition, % at 20 µM. AID 489030. reconstituted apoptosome caspase-3 activity, DEVD-Rh110 fluorescence. 330,000 tested, 0.71% active. O14727; active means inhibition of at least 40% at 20 µM;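 further: plate controls were DMSO wells for no effect and DEVD-CHO caspase inhibitor wells for full effect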
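Material: biochemical Apaf-1 apoptosome reconstitution. Medium: Hepes buffer, pH 7.5. Also added: cytochrome c activation, bis-DEVD rhodamine 110 substrate. Timing: 30 min compound preincubation, 50 min activation, room temperature. Measured by: rhodamine 110 fluorescence at Ex 480/Em 540 nm.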
* marks the source's active call; other numbers are inactive results; . = no result given. Unless noted, no stated cut-off is given here; in the data, active means inhibition above about 50%; inactive means the rest.

SMILES	697 NFkB inh	SENP7 block	UBC13 inh	HKDC1 inh	Jurkat NFkB inh	Gli-Sufu antag	SENP8 block	Apaf-1 inh
CCOC(=O)C1CCCN(C(=O)c2cc(S(=O)(=O)N3CCCCCC3)ccc2OC)C1 (configuration not stated)	1	-1	36	2	-2	7	-1	49*
O=C(O)c1ccc(OC2CSC2)cc1	6	-1	-4	-4	-10	-2	40	3
COc1ccc(S(=O)(=O)N2CCN(CC(=O)NCC3(N4CCOCC4)CCCCC3)CC2)cc1	18	-10	-8	0	-20	-3	-6	6
Cc1cc(OC(=O)c2cccs2)ccc1C(C)C	-2	26	-5	-1	10	1	0	12
Cc1nc(SC(C)C(=O)Nc2c(C)n(C)n(-c3ccccc3)c2=O)nc(C)c1C (configuration not stated)	17	-7	10	-1	6	0	0	-6
COc1cccc(CC(NC(C)=O)C(=O)NC2CCN(C(=O)c3ccc(Cl)cc3)CC2)c1OC (configuration not stated)	6	2	-6	-4	17	3	-6	-3
CC(=O)NNC(=O)CCn1nnc2ccccc21	17	-1	10	-13	-6	-8	0	-6
Cn1c(=O)c(C(=O)NCc2ccccc2Cl)c(O)c2ccccc21	-96	13	-1	-10	-66	-17	-9	-5
Nc1nonc1-c1nc2ccccc2n1CC(=O)N/N=C\c1ccc(-c2ccc(Cl)cc2)o1	-14	-5	-22	1	-12	0	-6	4
CCCCN(C(=O)c1cc2c(s1)CCCCC2)c1c(N)n(CCC)c(=O)[nH]c1=O	19	-6	3	1	0	-1	12	0
CC1CCN(C(=O)COC(=O)c2ccc(Cl)nc2)CC1	6	4	6	-3	-3	0	8	-11
COc1cccc(/C=N\NC(=O)C2C(=O)NCC2c2ccccc2)c1O (configuration not stated)	6	-15	13	-9	11	-6	-3	-1
COc1ccc(NS(=O)(=O)c2ccc(N)c(C(=O)O)c2)cc1	13	-5	-10	-7	-6	2	-9	13
COc1ccccc1-c1c(C#N)c(N)nc2c1CCC2	-17	-1	8	-1	-8	7	4	-19
Cc1cc(C)cc(NC(=O)CN2C(=O)C3CC=CCC3C2=O)c1 (configuration not stated)	-6	7	-1	-4	1	-4	4	-5
Cc1ccccc1OCCN(C#N)c1nc(N(C)C)nc(N(C)C)n1	4	-7	-3	-2	0	-6	2	13
O=C(Nc1ccc2c(c1)OCO2)C1CC1	-6	0	-13	-3	-16	-14	-2	-1
COc1ccc(C(=S)N2CCOCC2)cc1OC(=O)c1ccc([N+](=O)[O-])cc1	6	4	4	-7	-12	3	5	2
Cc1ccc(OC/C(=N\O)C(C)(C)C)c([N+](=O)[O-])c1	-8	4	4	1	-28	-28	-1	18
COc1ccc(C(=O)Nc2ccc(C(=O)NCCc3ccccc3)cc2)cc1	-6	5	2	-8	-13	-13	5	1
Cn1nc(C(F)(F)F)c(-c2cccc(C(F)(F)F)c2)c1NC(=O)Nc1ccc(F)cc1	0	-1	-5	-1	7	6	-1	0
Cc1ccc(NC(=O)CNc2ccccc2N2CCCC2=O)cc1S(=O)(=O)N1CCCCC1	0	2	11	-6	7	10	-4	18
O=C(c1ccc(CNS(=O)(=O)c2ccccc2)cc1)N1CCN(c2ccccn2)CC1	-26	-4	6	0	-1	6	-2	-1
O=C(COc1ccc2ccccc2c1)NCCc1ccc2c(c1)OCCO2	15	-9	1	-4	6	4	-4	17
COc1ccc(NC2CCCN(C(=O)c3ccc4[nH]c(C)c(C)c4c3)C2)cc1 (configuration not stated)	-14	0	-11	4	11	-8	11	13
Cc1[nH]c2ccc(Br)cc2c(=S)c1C/C=C/Cl	4	-3	28	-4	3	-1	-4	14
COc1cccc(-c2nc(CS(=O)(=O)CC(=O)NC3CC3)c(C)o2)c1	-1	-6	-4	0	10	4	-3	-7
CCc1nccn1S(=O)(=O)c1cc(C)c(OC)cc1C	18	0	8	-10	-7	4	-3	-13
C/C(=N\NC(=O)c1c(Cl)c(C)nn1C)c1ccc(NC(=O)c2ccncc2)cc1	-2	5	17	-13	-3	1	2	-2
COc1ccc(C(=O)NNC(=O)C(=O)Nc2ccc(C)c(Cl)c2)cc1	-4	5	-12	-6	-3	-11	-1	3
CC1CCCC(NC(=O)COC(=O)COc2cccc(F)c2)C1C (configuration not stated)	7	7	19	-4	12	4	-8	2
CCOc1ccc(NC(=O)CCN2C(=O)c3cccc([N+](=O)[O-])c3C2=O)cc1	6	-2	-10	4	0	-8	4	-10
CCCN1Cc2cccc(C(=O)Nc3cc(OC)cc(OC)c3)c2C1=O	-20	6	0	-11	14	4	-2	2
CCC(Sc1nc2c(cnn2-c2ccccc2)c(=O)[nH]1)C(=O)OC (configuration not stated)	8	-5	0	-1	7	5	9	-8
CCOc1ccc(NC(=O)NC(C)CC)cc1 (configuration not stated)	7	8	3	-9	6	0	-5	3
O=C(c1ccncc1)N1CCN(c2ccc(F)cc2)CC1	21	5	0	-2	1	1	-7	6
CN(C)S(=O)(=O)N1CCC(Oc2cccc(C(=O)N3CCCCCC3)c2)CC1	9	-5	2	-10	-1	-1	-5	6
Cc1ccc(NS(=O)(=O)c2ccc(C(=O)N3CCCCCCC3)cc2)cc1	0	-3	-1	-4	0	24	5	15
Clc1ccc(SCCOCCN2CCc3ccccc3C2)cc1	4	5	15	1	1	-2	1	12
COCCN(CC(=O)Nc1cc(Cl)ccc1-n1cncn1)Cc1nc2ccccc2c(=O)[nH]1	18	-2	-4	-4	16	5	-3	-9
O=C(CN1C2CCCC1CC(NC(=O)c1ccccc1)C2)NC1CC1 (configuration not stated)	4	-10	5	-12	3	8	1	1
CC(C)C[C@H](NC(=O)c1nc[nH]c1C(=O)NCc1ccc(CNC(=O)OC(C)(C)C)cc1)C(=O)OC(C)(C)C	21	13	-48	3	-13	-36	-11	26
O=C(CSC1CCCCC1)Nc1nccs1	-1	6	-2	-2	4	-21	-5	2
Cn1cc(CCC(=O)NCCCc2ccccc2)c2ccccc21	5	-1	10	0	6	23	-2	8
CCOc1ccc(C(=O)N2CCN(CCc3ccccc3)CC2)cc1OCC	5	0	2	-4	8	-19	-1	-7
O=C(c1cc2cc(Cl)ccc2oc1=O)N1CCCC1	26	1	3	-8	11	1	-4	0
COc1ccc(OC)c(NC(=S)NCCCN2CCOCC2)c1	-57	-1	4	-11	14	-7	6	3
O=C(/C=C/c1cn(CC(O)CN2CCOCC2)c2ccccc12)c1cccs1 (configuration not stated)	-9	1	-30	.	11	.	-5	4
O=c1sc(Nc2ccccc2)nc2ccsc12	-77	15	-4	2	-50	2	-24	1
Cc1sc(NC(=O)c2ccco2)nc1-c1ccccc1	-221	7	2	-4	-163	-31	26	21

Following part:
SMILES	697 NFkB inh	SENP7 block	UBC13 inh	HKDC1 inh	Jurkat NFkB inh	Gli-Sufu antag	SENP8 block	Apaf-1 inh
COc1cc(OC)c(N(C)C(=O)c2cc3c(s2)-c2ccccc2S(=O)(=O)C3)cc1Cl	-16	0	-1	4	-2	5	-6	16
Cc1nn(C)cc1C=NCCOCc1ccccc1	4	2	-9	-2	5	-2	-3	4
Cc1ccc(NC(=S)N2CCN(c3ccccn3)CC2)c(C)c1	-1	-4	-12	-3	-10	13	26	-19
O=c1cc(CSc2nnc(C3CC3)n2Cc2ccccc2)nc2sccn12	10	0	-2	4	2	3	0	-3
FC(F)C(F)(F)C1=CC(c2cccs2)=NCCN1	17	2	5	-1	-12	2	2	-6
CC(=O)c1cccc(NC(=O)c2noc3c2CCc2ccccc2-3)c1	-69	27	-6	-3	-114	-83	-9	-19
Cn1cc(S(=O)(=O)N2CCOCC2)cc1C(=O)NCc1ccc(Cl)cc1	7	1	-4	-1	7	1	2	-10
COC(=O)CNC(=O)C1CCN(S(=O)(=O)c2cnc[nH]2)CC1	10	-6	-4	-4	5	0	-5	-9
O=S(=O)(NCCc1ccccc1)c1cccs1	6	3	1	-6	-11	44	-3	-1
COc1ccc(N(C(=O)COc2ccccc2OC)S(=O)(=O)c2ccc(C)cc2)cc1	5	-6	6	5	14	6	7	9
CCOc1cc(C=O)ccc1OCCSc1ccc(C)cc1	-56	0	-4	-5	-11	-20	10	16
Cc1ccc2nc(SCC(=O)NC3CCCC3)[nH]c2c1	32	6	1	0	11	20	-2	-2
CCc1nnc(NC(=O)CCNC(=O)c2ccccc2Cl)s1	11	2	4	-10	0	-10	-3	-1
COc1cccc(NC(=O)CSc2nc3ccccc3cc2Cc2ccccc2)c1	4	-7	4	-1	13	6	5	1
COc1ccc2sc(N(CCCN(C)C)C(=O)c3ccc(S(=O)(=O)N4CCCc5ccccc54)cc3)nc2c1	0	-12	31	2	-26	28	-7	33
CC(c1ccccc1)n1cc(C(=O)NCC2CCCO2)nn1 (configuration not stated)	-12	8	-8	-4	2	-6	-2	2
CC(/C=N/NC(=O)NC1CCCCC1)=C\c1ccccc1	-20	-3	10	5	-16	-63	-7	36
Nc1nc2ccc(C(=O)NC3CCCCC3)cc2s1	-7	-7	-8	-3	16	3	-4	10
COCCn1c(SCC(=O)NCc2ccc(OC)c(OC)c2)nc2ccccc21	5	4	6	2	-15	.	-2	0
CC(=O)c1sc(NC(=O)c2cccnc2Cl)nc1C	-23	3	-8	0	-18	-4	-5	4
CCCCN(CCCC)c1cc(C)nc(-c2ccccc2O)n1	-21	-5	19	2	-1	5	-5	15
CCC(CC)N1CCN(S(=O)(=O)c2ccc(OC)cc2)CC1	9	5	3	-2	11	-5	-1	2
O=C(C1=C[C@@H](c2coc3ccccc3c2=O)C[C@@H](OCc2ccc(CO)cc2)O1)N1CCOCC1	-47	8	-1	2	-11	30	15	14
COc1ccc(CCNC(=O)c2ccc(N3CCCCS3(=O)=O)cc2)cc1OC	-12	-8	-8	-3	3	-8	-10	4
Cc1cccc(C(=O)NCCc2nnc(SCC(=O)Nc3nc(C)cs3)n2C)c1	12	-10	3	-7	5	2	-2	-10
CCOC(=O)c1[nH]c(C)c(C(=O)Nc2cc(Cl)ccc2C)c1C	23	-2	15	-6	69*	27	8	-12
CC(Sc1ccc(Cl)cc1)C(=O)N(C)CC(=O)Nc1ccc(N2CCOCC2)cc1 (configuration not stated)	5	18	-1	-5	1	-1	-11	6
Cc1ccc(C)c(OC(C)C(=O)Nc2nccs2)c1 (configuration not stated)	-10	-14	0	2	8	-15	-12	-3
O=C(O)c1cc2ccccc2cc1Nc1ccccc1	9	-3	-1	-3	-5	3	-5	8
Cc1ccc(-n2c(N)c(C(=O)NCc3ccco3)sc2=S)cc1	0	4	-12	0	-4	-3	-7	11
CC(Oc1ccccc1)C(=O)Nc1cccc([N+](=O)[O-])c1 (configuration not stated)	8	-8	7	-8	8	-3	1	-6
